NR5A2 inv ag = LRH-1 (NR5A2) inverse agonists, primary screen, cell-based, luminescence, HEK293T, StAR-luciferase reporter; AID 602396, 2012; LRH-1 transfected, 24 h; inhibition, % at 3.6 µM; actives 0.13% (n = 360,000); Nuclear receptor subfamily 5 group A member 2 (Homo sapiens), O00482;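 active = inhibition above the mean inhibition of all tested compounds plus 3 SD, cut at about 73% in these data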;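 also: 0% = DMSO wells and 100% = reporter-only cells lacking LRH-1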
TWEAK Fn14 block = inhibitors of TWEAK-Fn14 signaling, primary screen, luciferase reporter cells, uHTS; TWEAK-stimulated Fn14 reporter cells, luciferase luminescence, 8 h; inhibition, % at 10 µM; actives 2% (n = 360,000); AID 1159606, 2016; in the data active = inhibition above about 50%
C8 TRAIL sens = viability loss with TRAIL in NB7+C8 cells, primary screen, TRAIL sensitizer project, cell-based, ATPlite luminescence; AID 624354, 2012; inhibition (viability loss, TRAIL sensitization), % at 10 µM; actives 1% (n = 360,000);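 active = compounds causing at least 50% loss of cell viability in the single-dose screen, relative to plate controls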
SRC1 inh = SRC1 coactivator transcriptional activity inhibitors, primary screen, cell-based, luminescence. Nuclear receptor coactivator 1 (Homo sapiens), Q15788. HEK293 GAL4-SRC1 luciferase reporter. inhibition, % at 3.6 µM. actives 0.12% (n = 360,000). AID 588354, 2011;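 active = inhibition above the campaign mean plus 3 SD, with each screening campaign given its own cutoff, cut at about 60% in these data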;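 also: 0% = DMSO treated cells and 100% = gossypol at 36 µM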
Target sequence (Q15788 whole entry, looked up, the tested form may be a part): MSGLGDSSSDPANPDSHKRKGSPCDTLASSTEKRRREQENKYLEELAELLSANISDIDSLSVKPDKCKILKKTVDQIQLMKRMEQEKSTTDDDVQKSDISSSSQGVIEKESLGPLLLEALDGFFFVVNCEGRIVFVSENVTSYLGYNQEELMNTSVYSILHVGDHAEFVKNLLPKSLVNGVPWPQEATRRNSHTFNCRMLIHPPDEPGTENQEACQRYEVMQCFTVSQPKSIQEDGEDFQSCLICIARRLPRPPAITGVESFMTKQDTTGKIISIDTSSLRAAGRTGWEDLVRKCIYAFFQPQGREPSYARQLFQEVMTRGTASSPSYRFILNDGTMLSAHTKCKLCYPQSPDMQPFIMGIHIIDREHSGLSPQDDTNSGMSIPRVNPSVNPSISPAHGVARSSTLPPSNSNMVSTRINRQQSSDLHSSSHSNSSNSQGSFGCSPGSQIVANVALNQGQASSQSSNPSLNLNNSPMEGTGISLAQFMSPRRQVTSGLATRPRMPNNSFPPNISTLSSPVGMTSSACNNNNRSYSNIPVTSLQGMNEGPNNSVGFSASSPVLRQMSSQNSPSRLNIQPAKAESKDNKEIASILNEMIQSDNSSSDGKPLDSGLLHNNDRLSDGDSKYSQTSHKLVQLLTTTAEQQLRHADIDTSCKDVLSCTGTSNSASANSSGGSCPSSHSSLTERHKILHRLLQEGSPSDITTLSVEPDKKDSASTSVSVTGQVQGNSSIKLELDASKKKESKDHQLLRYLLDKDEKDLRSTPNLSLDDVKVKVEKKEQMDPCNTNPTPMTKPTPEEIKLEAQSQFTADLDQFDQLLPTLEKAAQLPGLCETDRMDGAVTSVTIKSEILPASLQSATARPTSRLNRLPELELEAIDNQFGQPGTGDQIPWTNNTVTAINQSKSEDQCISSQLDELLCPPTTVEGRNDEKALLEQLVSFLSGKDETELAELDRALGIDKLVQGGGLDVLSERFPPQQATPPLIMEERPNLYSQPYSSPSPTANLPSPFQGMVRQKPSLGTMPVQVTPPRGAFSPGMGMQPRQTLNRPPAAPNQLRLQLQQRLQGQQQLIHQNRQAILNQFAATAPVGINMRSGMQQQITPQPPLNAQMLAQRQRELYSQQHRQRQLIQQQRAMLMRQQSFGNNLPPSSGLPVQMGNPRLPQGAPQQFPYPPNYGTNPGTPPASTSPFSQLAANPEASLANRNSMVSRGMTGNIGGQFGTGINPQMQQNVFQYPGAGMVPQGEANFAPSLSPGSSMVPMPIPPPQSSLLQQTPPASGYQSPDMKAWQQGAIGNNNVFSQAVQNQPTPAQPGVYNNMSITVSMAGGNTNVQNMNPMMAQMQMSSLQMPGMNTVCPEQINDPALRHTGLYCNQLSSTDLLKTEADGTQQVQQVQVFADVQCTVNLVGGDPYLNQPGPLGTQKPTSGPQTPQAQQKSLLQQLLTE
TLR9-MyD88 block = inhibitors of TLR9-MyD88 association in cells, primary screen, cell-based, CHO, BLA complementation, fluorescence; CCF4 FRET ratio; inhibition, % at 4.98 µM; actives 0.21% (n = 340,000); AID 504734, 2011;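 active = inhibition above the mean over all tested compounds plus 3 SD, cut at about 21% in these data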;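 also: 0% = DMSO only wells and 100% = clavulanate BLA inhibitor control wells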
EBV LMP1 NFkB = EBV LMP1-driven NF-kappaB luciferase reporter inhibitors, primary screen, cell-based, luminescence, single point; LMP1-induced NF-kappaB luciferase reporter cells; inhibition, % at 12.5 µM; actives 0.69% (n = 350,000); AID 504558, 2011; in the data active = inhibition above about 41%;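 also: 0% = neutral control wells and 100% = reference inhibitor control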
SRC2 inh = inhibition of GAL4-SRC2 driven luciferase reporter, primary screen, SRC2 inhibitor project, cell-based, luminescence. inhibition, % at 9 µM. AID 651957, 2012. HEK293 GAL4-SRC2 luciferase reporter. Nuclear receptor coactivator 2 (Homo sapiens), Q15596. actives 0.17% (n = 370,000);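 active = inhibition above the mean inhibition of all tested compounds plus 3 SD, set per campaign, cut at about 52% in these data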;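 also: 0% = DMSO treated cells and 100% = cells given Gossypol at 36 µM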
SRC3 inh = SRC3 coactivator transcriptional activity inhibitors, primary screen, cell-based, luminescence | actives 0.17% (n = 360,000) | HEK293 GAL4-SRC3 luciferase reporter | AID 588352, 2011 | Nuclear receptor coactivator 3 (Homo sapiens), Q9Y6Q9 | inhibition, % at 3.6 µM;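 active = inhibition above a per-campaign cutoff, the mean of all compounds plus 3 SD, cut at about 60% in these data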;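 also: 0% = DMSO-treated cells and 100% = gossypol-treated cells at 36 µM; higher means less SRC3-driven luciferase light from the GAL4 reporter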
COUP-TFII inh = NR2F2 transcriptional activity inhibitors, primary screen, cell-based, luciferase reporter, HEK293T, luminescence. inhibition, % at 8.6 µM. HEK293T NGFI-A luciferase reporter. COUP transcription factor 2 (Homo sapiens), P24468. AID 686940, 2013. actives 0.7% (n = 370,000);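 active = inhibition above a per-plate cutoff, mean inhibition of test wells between control levels plus 3 SD, cut at about 38% in these data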;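 also: cells cotransfected with COUP-TFII expression vector driving the NGFI-A reporter; 0% = median of COUP-TF2 test wells and 100% = reporter-only cells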
TROY signal inh = inhibitors of TROY-driven NF-kB signaling, primary screen, Q293 LMP1-TROYcd cells, NF-kB luciferase, uHTS. actives 0.98% (n = 360,000). AID 1347056, 2019. inhibition, % at 10 µM. Q293 LMP1-TROYcd NF-kB luciferase reporter, 4 h;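 active = compounds whose plate-normalised and pattern-corrected inhibition of the luciferase reporter signal at the single screening dose is 50% or more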
NOD2 RIPK2 PPI = NOD2-RIPK2 binding disruptors in cells, primary screen, fluorescence, CHO cells, BLA complementation; CCF4 ratio; inhibition, % at 4.98 µM; actives 0.38% (n = 360,000); in the data active = inhibition above about 21%;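 also: 0% = vehicle only and 100% = reference blocker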
Numbers without * were called inactive; · = no result given. This is a subset; count on the stated rates, not on these rows.

structure,NR5A2 inv ag,TWEAK Fn14 block,C8 TRAIL sens,SRC1 inh,TLR9-MyD88 block,EBV LMP1 NFkB,SRC2 inh,SRC3 inh,COUP-TFII inh,TROY signal inh,NOD2 RIPK2 PPI
COC(=O)CC1C(=O)NCCN1C(=S)Nc1cccc(C(F)(F)F)c1 (stereo not drawn),7,-5,-12,-4,-8,-8,4,10,-6,9,-3
O=C(CN1C(=O)NC2(CCCC2)C1=O)OCc1cccc(Br)c1,-5,20,-9,-11,-2,-6,16,-5,6,0,0
c1ccc(COc2cccc(-c3cc4nc(NCc5ccc6c(c5)OCO6)ccn4n3)c2)cc1,-27,21,5,-13,·,·,16,-15,-1,-33,-2
CN(Cc1ccccc1)C(=O)c1cc(-c2ccc(Br)cc2)on1,-2,-12,-5,-17,0,-24,-24,-45,5,6,-5
O=c1[nH]c(=S)[nH]c2c1C(c1ccccc1)OC(C1CCCCC1)C2 (stereo not drawn),11,3,-2,·,·,·,-33,·,-20,-3,6
COc1ccccc1NC(=O)CSc1nnc(-c2ccco2)o1,-2,7,-12,-3,-2,1,-25,7,-9,6,0
O=C(COc1ccccc1Br)c1ccc(O)cc1O,-19,-24,-15,3,-7,0,-5,-4,-28,-40,1
S=C(NCCc1ccc(Cl)cc1)Nc1ccc(Cl)cc1Cl,-11,47,-3,5,-3,4,-2,15,7,24,-5
CCCCCCCCCCOC(=O)Cn1c(COc2cccc(C)c2)[n+](C)c2ccccc21,13,51*,23,1,2,-4,11,0,17,46,-5
N/C(Cc1cccc2ccccc12)=N\O,10,-9,-19,21,1,6,-29,6,2,0,2
O=C(Cc1ccccc1)NCC(=O)N1CCN(Cc2cccc(Cl)c2)CC1,3,-4,2,-10,-1,5,16,-1,6,-42,-2
O=C(NCCN1CCOCC1)c1cc(S(=O)(=O)Nc2ccccc2F)c(Cl)cc1Cl,0,-1,4,7,6,-3,-13,0,5,5,1
O=C(O)CCNC(=O)c1ccc(Br)o1,16,-8,-6,-15,-5,-1,-4,5,-61,2,-5
Cc1ccsc1C(=O)Nc1ccc(F)c([N+](=O)[O-])c1,-5,-28,14,-17,3,-1,-14,-6,-13,-44,-6
COC(=O)c1sc(NC(=O)COc2ccccc2)nc1C,-102,-31,8,-76,1,-26,-69,-69,-23,-58,-1
Cc1c(Cl)cccc1NC(=S)NC(=O)c1ccccc1,-42,-15,-4,-30,5,-14,-25,-31,-11,-72,-2
CC(C)(C)c1ccccc1NC(=O)Cn1c(=O)cnc2ccccc21,3,11,18,7,2,1,-22,12,-2,-4,-5
O=C(Nn1c(C2CCCCC2)nc2ccccc2c1=O)c1ccc(Cl)c([N+](=O)[O-])c1,28,-19,1,-9,-3,15,2,13,6,34,6
COc1cc(NC(=S)NC(=O)c2ccccc2C)ccc1NC(=O)c1cccs1,1,-1,21,-4,-4,-17,13,8,2,-4,-1
Cn1ncc2c(=O)[nH]c(N)nc21,-17,18,-16,-8,2,-2,-17,-15,2,-3,2
NS(=O)(=O)c1ccc(CNC(=O)Cc2ccccc2F)cc1,-13,6,-25,11,-3,2,-16,6,9,1,-11
COc1cc(C2NC(=O)NC(c3ccccc3)=C2C(C)=O)c(Br)cc1OCC(N)=O (stereo not drawn),-8,10,5,-7,0,-6,1,-23,-13,-2,-11
COc1cc(OC)c(NC(=O)CNC(=O)Cn2ccc3ccccc3c2=O)cc1Cl,5,-13,17,1,1,5,14,-4,-6,3,-2
COC(C[C@@H](O)[C@@H](C)[C@H](O)COCc1ccccc1)OC,10,6,-1,2,-7,-8,5,-4,2,-7,-14
CCOc1ccc(-n2c(=S)sc3c(=O)n(-c4ccc(F)cc4)c(SCC(=O)O)nc32)cc1,-4,10,-14,8,-6,0,-35,6,11,14,8
CCOc1ccc2oc(C(=O)N(CCOC)c3c(N)n(CC(C)C)c(=O)[nH]c3=O)c(C)c2c1,2,-9,-5,-33,-6,-9,-50,0,7,-3,-6
CCN(C(=O)CSc1n[nH]c(-c2cccs2)n1)C1CCS(=O)(=O)C1 (stereo not drawn),9,2,-1,2,-3,4,5,28,0,-5,-2
COc1cc(C(=O)OCCC(C)C)cc(OC)c1O,-1,3,-10,9,1,4,-22,-3,-9,0,-11
CCS(=O)(=O)N1CCC(C(=O)Nc2cc(C)ccc2O)CC1,-14,2,0,-7,-2,-5,-40,-1,-4,-12,-5
O=C(Oc1ccc(Br)cc1)c1cncc(Br)c1,-4,-3,-8,2,-4,-7,14,4,-1,-8,-4
CC(OC(=O)Cc1ccsc1)C(=O)Nc1ccc(C(N)=O)cc1 (stereo not drawn),25,-8,-4,-6,-8,4,6,-17,3,7,-4
CC1Cc2ccccc2N1C(=O)COC(=O)c1cc(Br)ccc1O (stereo not drawn),10,-6,1,21,-1,4,-3,13,-18,14,0
CCOC(=O)c1c(-c2ccc(C)o2)csc1NC(=O)COC(=O)c1cccs1,0,7,-17,-4,1,-10,0,2,5,13,16
COc1cccc(NC(=S)Nc2cccnc2)c1,-8,-7,5,-9,8,2,-39,-13,14,-54,-5
O=C(COC(=O)c1ccc([N+](=O)[O-])o1)Nc1ccc(N2CCOCC2)cc1,17,14,-3,-14,-4,-5,-8,6,-2,-8,-8
Cc1cc(NC(=O)c2ccc(NC(=O)c3cccs3)cc2)no1,-16,-9,2,-26,-4,-4,-4,-4,6,-18,1
Cc1ccc2c(c1)N(CC(=O)NC1CCCC(C)C1C)C(=O)c1cccnc1O2 (stereo not drawn),-4,-12,3,-3,-16,3,10,6,1,-10,-4
COc1ccc(C(=S)N2CCCC2)cc1,3,9,0,-1,-3,2,13,-8,-18,3,6
CCOC(=O)/C(=C/c1ccc(F)cc1)NC(C)=O,-3,-1,4,-4,-5,9,-12,-14,6,14,-3
CCOc1ccc(CNc2ccc(S(N)(=O)=O)cc2)cc1,-2,-19,-9,2,-4,-7,1,2,-9,-37,0
CC(=O)Nc1ccc(S(=O)(=O)Oc2ccc(N3C(=O)C4CCCCC4C3=O)cc2)cc1 (stereo not drawn),18,9,-1,1,-15,8,-12,4,34,20,0
O=C(OCC(=O)C12CC3CC(CC(C3)C1)C2)c1ccccc1O,8,-3,21,4,-13,-6,8,-13,-3,-53,-2
CC(C)C(=O)Nc1ccc(NC(=S)NC(=O)c2ccccc2F)cc1,-18,-37,15,-2,-12,1,-27,-18,3,-14,-6
COc1ccccc1N1CCN(c2ccnc3cc(Cl)ccc23)CC1,21,20,27,-70,7,29,8,13,6,45,15
COCCNC(=O)C(=O)N/N=C/c1ccccc1C(F)(F)F,-3,-14,-9,0,4,10,1,4,-18,0,11
NS(=O)(=O)c1ccc(CNC(=O)c2ccc(S(=O)(=O)C(F)F)cc2)cc1,5,5,-3,-51,2,-4,2,21,12,-15,-7
c1cc(Nc2ncnc3sc4c(c23)CCC4)ccn1,2,13,0,8,-4,-5,-17,-10,-2,-22,-16
CCOCCCNC(=O)CCCOc1ccccc1,-6,-14,9,-33,-7,-19,-7,12,4,-11,0
Cc1ccc(NC(=O)c2ccc(OCC3CCCO3)cc2)cc1Cl (stereo not drawn),-114,4,20,-56,-4,-33,-10,-87,-25,-19,-8
CCCCC(=O)Nc1ccc(C(=O)N2CCCC(C(=O)OCC)C2)cc1 (stereo not drawn),-5,-3,8,-37,-2,-14,1,15,4,-10,-11
COc1cc(-c2cc(C(=O)Nc3ccc(O)cc3)c3ccccc3n2)cc(OC)c1OC,16,-18,-5,-2,-2,0,-22,3,-6,0,-13
CCOC(=S)N/C(=N\S(C)(=O)=O)c1ccccc1,11,-2,-30,-16,6,-3,-21,-7,-11,0,-9
O=C(Nc1ccc(Cl)cc1)c1cccc(N2C(=O)C3C4CCC(C4)C3C2=O)c1 (stereo not drawn),-26,18,32,-15,1,-1,-14,12,8,18,6
NC(=NC(=O)c1ccccc1)C1=C(O)CCC1=O,-14,-17,-6,-2,4,-3,-10,-8,-20,-19,-12
CCSc1nnc(NC(=O)c2ccccc2C)s1,-118,-33,5,-58,0,-17,-58,-56,-22,-36,-3
CC(C)NC(=O)NC(=O)COC(=O)CCCSc1nc2ccccc2s1,-8,-3,-7,-47,-3,-38,1,4,-13,8,2
COc1ccc(C(c2nnnn2Cc2ccc(F)cc2)N2CCN(c3ccc(OC)cc3)CC2)cc1 (stereo not drawn),1,11,15,-18,3,-6,-19,21,-5,9,3
O=C(Nc1ccccc1)Nc1nnc(/C=C/c2ccccc2Cl)s1,7,24,0,-1,-2,-2,-29,11,1,-18,-4
O=C(CN1CCN(Cc2ccc(F)cc2Cl)C1=O)NCCc1ccc(Cl)cc1,3,8,3,-8,3,6,8,25,16,-7,1
Cc1ccc2cc(C3CC(c4ccco4)=NN3C(=O)CCCC(=O)O)c(Cl)nc2c1 (stereo not drawn),-2,2,-1,-9,0,1,-13,6,-4,3,-12

(next part)
structure,NR5A2 inv ag,TWEAK Fn14 block,C8 TRAIL sens,SRC1 inh,TLR9-MyD88 block,EBV LMP1 NFkB,SRC2 inh,SRC3 inh,COUP-TFII inh,TROY signal inh,NOD2 RIPK2 PPI
Cn1c(=O)[nH]c(=O)c2c1nc1n2CCN1Cc1ccccc1,-11,-8,-4,5,2,-6,-12,3,-4,-9,4
CCn1c(CSc2nc(C)cc(C)n2)nnc1SCC(N)=O,4,-5,-1,4,9,-12,-13,-6,-16,-6,-1
Nc1nsnc1C(=O)NCCO,-4,11,-5,13,-3,0,-19,2,-3,-6,1
COc1ccccc1N(C)S(=O)(=O)c1ccc(Cl)c(C(=O)NCc2ccco2)c1,0,-4,6,-3,-12,3,13,0,1,-10,2
O=C(O)CC(Cc1ccccc1)C(=O)NCC12CC3CC(CC(C3)C1)C2 (stereo not drawn),-3,2,4,-8,1,-4,-4,18,17,-3,-10
S=C(Nc1cccc(Cl)c1)NC1CC2CCCC(C1)N2C1CCCC1 (stereo not drawn),5,0,-1,13,3,-10,-11,-11,-3,31,4
O=c1c2[nH]c3ccc(F)cc3c2ncn1CCCn1ccnc1,12,8,-2,1,-7,9,-37,11,9,32,-3
CCc1nnc(NC(=O)CSc2nc3ccccc3s2)s1,5,0,2,-9,-5,-5,-14,-5,-8,-10,-6
